TDP2 inh: blocks human TDP2 phosphodiesterase activity; O95551; recombinant TDP2, T5PNP hydrolysis, p-nitrophenol absorbance 415 nm; inhibition, % at 12.8 µM; 370,000 tested, 0.34% active;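 active = inhibition above the mean of all tested compounds plus 3 SD, set per campaign, cut at about 25% in these data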;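 also: 0% = DMSO with enzyme and 100% = buffer with substrate but no TDP2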
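Incubation: 2 h at 37 °C; Test system: recombinant human TDP2; Quantity: enzyme 120 nM; Read-out basis: percent inhibition; Medium: 50 mM Tris-HCl pH 7.5 with Mg2+, KCl, DTT, BSA; Repeats: single replicate; Compound: 12.8 µM single point, 1% DMSO; Signal: epi absorbance; Reagent: 5 mM T5PNP chromogenic substrate; Benchmarks: no-enzyme high, DMSO-plus-enzyme low.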
mABHD4 FP: inhibitors of mouse ABHD4 | Q8VD66 | purified mABHD4, FP-Rh probe fluorescence polarization | inhibition, % at 8.92 µM | 370,000 tested, 0.54% active;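 active = inhibition exceeding the mean over every tested compound plus 3 SD, cut at about 30% in these data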;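 also: 0% = plate median of compound wells and 100% = S159A mutant with DMSO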
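Doses – 8.92 µM, single dose · Material – wild-type mouse ABHD4 protein · Replication – single well per compound (singlicate) · Measure – percent inhibition of probe binding, normalized to plate controls · Schedule – 45 min compound pre-incubation plus 60 min probe step, 25 °C · Detection – fluorescence polarization with parallel and perpendicular emission, 525/598 nm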
TCR-CD3 inh: blocks the human TCR-CD3 interaction | 360,000 tested, 0.37% active | TAMRA-labeled TCR probe fluorescence, biochemical | inhibition, % at 9.4 µM; in the data active = inhibition above about 19%;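 also: recombinant mutant TCR 2C K166C tagged with TAMRA read by polarization; 0% = receptor in buffer alone and 100% = receptor with positive control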
PG9 Ab binder: PG9 antibody binding by small molecule; 360,000 tested, 0.43% active; inhibition, % at 6.7 µM; AID 624416; TR-FRET gp120-PG9 antibody binding; in the data active = inhibition above about 8.5%
SIAE inh: blocks human sialic acid acetylesterase; AID 1053197; 370,000 tested, 0.69% active; SIAE FP-Rh probe binding, fluorescence polarization; Q9HAT2; inhibition, % at 9.66 µM;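 active = inhibition above a cutoff: mean of compounds within the control limits plus 3 SD of those, cut at about 17% in these data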;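 also: 0% = plate median of compound wells and 100% = probe without SIAE protein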
HTRA1 inhibitor: inhibitors of human serine peptidase HTRA1; inhibition, % at 5.96 µM; recombinant HTRA1, FP-rhodamine activity-based probe, fluorescence polarization; Q92743; AID 504803; 340,000 tested, 0.5% active; in the data active = inhibition above about 36%;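 also: 0% = enzyme with DMSO and 100% = wells lacking enzyme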
LEDGF integ inh: blocks HIV-1 LEDGF/p75-dependent DNA integration; inhibition, % at 3.7 µM; TR-FRET IN-LEDGF/p75 DNA integration, Eu/Cy5; 370,000 tested, 0.64% active; AID 743269;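 active = inhibition above the screen-wide mean plus 3 SD, cut at about 13% in these data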;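 also: signal is the Cy5 over europium emission ratio at 671 and 618 nm; 0% = plate median of compound wells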
DDE Tn7 FP inh: disrupts Tn7 cyclic peptide binding to fibrin D-Dimer-E complex | inhibition, % at 8.3 µM | FP displacement of FITC-Tn7 peptide from fibrin DD(E); 0% = median of compound wells per plate | 370,000 tested, 0.13% active | P02675;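 active = inhibition above the mean of compounds falling within the control limits plus 3 SD of them, cut at about 14% in these data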;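 also: 0% = plate median of compound wells and 100% = 10 µM Aha-Tn7 peptide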
Target sequence (P02675 whole entry, looked up): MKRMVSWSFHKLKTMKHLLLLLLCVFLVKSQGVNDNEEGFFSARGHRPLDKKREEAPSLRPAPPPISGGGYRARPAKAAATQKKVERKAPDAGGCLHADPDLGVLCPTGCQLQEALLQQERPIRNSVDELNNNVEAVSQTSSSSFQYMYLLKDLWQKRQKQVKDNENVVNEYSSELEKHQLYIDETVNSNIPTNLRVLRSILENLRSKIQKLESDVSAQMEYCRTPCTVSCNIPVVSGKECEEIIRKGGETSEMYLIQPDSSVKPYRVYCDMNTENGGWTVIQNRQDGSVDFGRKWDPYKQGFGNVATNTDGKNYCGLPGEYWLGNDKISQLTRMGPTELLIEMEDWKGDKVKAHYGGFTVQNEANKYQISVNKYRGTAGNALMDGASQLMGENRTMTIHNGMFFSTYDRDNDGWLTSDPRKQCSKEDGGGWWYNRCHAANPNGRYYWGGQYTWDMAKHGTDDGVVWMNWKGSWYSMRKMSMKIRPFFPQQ
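system = human fibrin DD(E) protein | quantity = DD(E) 2 µM final | medium = Tris/NaCl/CaCl2 buffer, pH 7.8 | also added = labelled Tn7 tracer, 0.1 µM | compound dosing = single point at 8.3 µM | timing = compound with protein 10 min, then 3 h after probe, room temperature | signal = FP measurement | benchmarks = Aha-Tn7 high control | repeats = one replicate per compound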
PRMT1 inh: blocks human protein arginine methyltransferase 1. Q99873. recombinant PRMT1, activity-based probe fluorescence polarization. inhibition, % at 2.79 µM. 370,000 tested, 1.3% active;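 active = inhibition above about 21% made by adding two undisclosed values, limit read from the data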
Target sequence (Q99873 whole entry, looked up): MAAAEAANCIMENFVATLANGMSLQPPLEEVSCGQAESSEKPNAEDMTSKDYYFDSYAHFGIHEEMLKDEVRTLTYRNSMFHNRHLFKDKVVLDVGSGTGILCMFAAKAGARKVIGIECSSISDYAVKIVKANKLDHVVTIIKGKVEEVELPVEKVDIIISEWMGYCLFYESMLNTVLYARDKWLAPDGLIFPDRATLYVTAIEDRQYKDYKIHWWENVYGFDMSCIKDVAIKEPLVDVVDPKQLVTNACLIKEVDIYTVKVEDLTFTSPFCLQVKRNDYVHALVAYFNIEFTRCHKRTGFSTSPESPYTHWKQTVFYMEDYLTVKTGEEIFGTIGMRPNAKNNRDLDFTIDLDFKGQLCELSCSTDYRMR
UHRF1 binding: blocks human UHRF1 binding to methylated DNA | Q96T88 | UHRF1 binding to methylated oligo, TR-FRET | inhibition, % at 4.4 µM | 370,000 tested, 0.75% active; in the data active = inhibition above about 21%;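 also: UHRF1 SRA domain binding a hemimethylated CpG hairpin DNA probe; 0% = median of test compound wells and 100% = reference inhibitor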
* = called active by the depositor; . = not tested or not shown.

SMILES	TDP2 inh	mABHD4 FP	TCR-CD3 inh	PG9 Ab binder	SIAE inh	HTRA1 inhibitor	LEDGF integ inh	DDE Tn7 FP inh	PRMT1 inh	UHRF1 binding
CC(C)Sc1n[nH]c(=O)n1-c1ccccc1	1	-10	-14	2.2	-1	4	4	4	3	3
COc1ccc(C2C(C(=O)N3CCN(c4ccccc4Cl)CC3)CC(=O)N2c2ccc(OC)cc2)cc1 (centres undefined)	2	2	.	.	2	.	-1	1	1	0
COc1cccc(C(=O)Nc2ccc(NC(C)=O)cn2)c1	-12	3	-4	-1.2	1	6	-4	-5	-2	0
CN(C(=O)c1ccc(Cl)c(S(=O)(=O)N2CCOCC2)c1)c1ccccc1C(=O)O	-11	-4	4	-3.2	0	-3	0	-1	4	2
Cc1noc(C)c1COc1ccccc1C(=O)NNC(=O)C(C)Oc1ccccc1F (centres undefined)	-1	1	5	-0.8	3	2	-3	1	0	-2
O=C(O)/C=C/C(=O)O	5	5	3	-1.3	-5	6	0	10	1	-1
COC(=O)Cc1cc(=O)[nH]c(/N=C(\N)Nc2ccccc2C)n1	1	3	9	0.7	8	0	0	-5	-3	-2
C(=C\c1ccccc1)/C=N/N1CCN(Cc2ccccc2)CC1	-6	2	0	-1.3	3	4	-1	-6	3	-1
CC(C)(C)[C@@H]1CCC(=O)N(CC[C@H](Sc2ccccc2)c2ccccc2)CC1	7	11	7	-2.8	-5	-66	-2	-1	-2	-3
COc1cccc(NC(=O)CSc2nc3ccccc3c(=O)n2CCCC(=O)NCC2CCCO2)c1 (centres undefined)	-7	1	-3	-0.8	-2	-3	-1	-5	-2	2
CCCCNS(=O)(=O)NC(=O)C1=C(N2CCCC2)COC1=O	-4	2	7	0.6	-1	-8	1	0	-2	-1
CCOC(=O)C1(Cc2ccccc2)CCCN(Cc2ccc(OCCO)cc2)C1 (centres undefined)	3	3	-2	-0.5	3	1	-6	5	4	0
Nc1c2c(nn1-c1ccc(F)cc1)CSC2	4	-1	-1	-2.1	-5	-6	-1	3	4	-2
CS(=O)(=O)c1ccc2nc(NC(=O)c3cc([N+](=O)[O-])cc([N+](=O)[O-])c3)sc2c1	15	20	4	-0.5	-8	1	1	1	-1	-2
O=C(COC(=O)c1ccc2ccccc2n1)NCc1ccccc1	15	2	1	-1.4	-6	1	4	0	-4	0
COc1ccc(C(=O)c2nc3c(n2O)CCCCC3)cc1	-5	-1	0	-2.1	4	3	1	-5	-2	1
CCO[C@@H]1OC(C(=O)Nc2ccccc2)=C[C@H](c2csc3ccccc23)[C@H]1CCCO	-1	-15	1	-0.6	-5	-97	1	-5	0	1
COCCn1c(C)cc(C(=O)COC(=O)c2ccc3ncsc3c2)c1C	10	-3	6	0.3	4	-9	1	-3	13	-3
Cc1nc([N+](=O)[O-])c(Br)n1CC(=O)c1ccc(F)cc1	-5	1	3	-1.6	-1	-3	2	-2	-7	-1
O=C(CN1CCS(=O)(=O)CC1)NNC(=O)C1CCCCC1	-6	2	4	1.1	-2	1	3	-2	-1	-3
N#Cc1ccc(S(=O)(=O)N2CCC(N3CCCCC3)CC2)cc1	10	-1	6	-3.3	-4	-1	0	-1	-2	0
O=C(CSc1nc2ccccc2o1)Nc1nc(-c2ccccc2)cs1	-3	-44	-8	0.2	-48	-55	0	1	12	0
Cc1ccccc1Nc1nnc(SCC(=O)NC(=O)NCc2ccco2)s1	3	6	4	2.5	1	-19	5	4	5	6
CS(=O)(=O)N1CCC(C(=O)Nc2ccc(C(F)(F)F)cc2)CC1	4	-5	7	-2.2	4	5	2	-3	-4	-1
COCc1c(C(=O)N/N=C\c2cccs2)nnn1-c1nonc1N	-1	2	5	-2.8	-2	10	1	2	-7	-6
COCCCN(C(=O)c1ccccc1)c1nc(-c2ccc(OC)cc2)cs1	-19	-21	4	-1.2	-11	-22	8	-7	-3	-3
Cc1nc2ccc(NC(=O)N3CCC(c4ccccc4)C3)cc2nc1C (centres undefined)	-1	3	11	0.7	1	-7	-1	0	-1	-5
O=C(CN(c1cc(Cl)ccc1Cl)S(=O)(=O)c1ccccc1)N1CCOCC1	-8	4	-1	-1.1	6	8	0	2	-1	-2
COc1ccc(CN(C)CC(O)COc2ccc(C(=O)c3ccccc3)cc2)c(OC)c1OC (centres undefined)	3	12	5	1.3	-4	-7	4	-5	3	2
C/C(Cl)=C\Cn1c(N2CCCC2)nc2c1c(=O)[nH]c(=O)n2C	-8	8	5	-1.5	3	3	-1	-1	1	-1
Clc1ccc(Nc2nc(C3CC3)cs2)cc1	-4	2	2	0.6	20*	3	-4	2	4	-1
Cc1cc(C)c(-c2csc(NC(=O)COC(=O)c3ccc4c(c3)OCO4)n2)c(C)c1	8	-4	-1	1.3	12	-1	0	2	-2	0
Cc1ccc(NC(=O)C/C(N)=N/OC(=O)Nc2cccc(Cl)c2)cc1	-1	0	4	-0.8	11	1	2	1	-4	-3
COc1ccc(CNC(=O)[C@H](Cc2ccccc2)NC(=O)C2CCNCC2)cc1	14	4	2	0.1	3	2	-2	4	2	1
CCOC(=O)C1CCN(C(=O)c2ccc(Cl)c(NC3=NC4CS(=O)(=O)CC4S3)c2)CC1 (centres undefined)	3	3	2	-1.6	2	5	-3	-1	0	-1
COc1ccccc1N1CCN(C2CCN(S(=O)(=O)c3ccc(C)cc3)CC2)CC1	7	3	-1	-1.1	0	-3	2	-1	-1	0
COc1ccc(Cc2noc(CN3CCNC(=O)CC3)n2)cc1OC	-3	-3	9	0.2	-3	-1	6	-4	-3	-3
COc1ccc(CNC(=O)CSCc2cnn(-c3ccccc3)c2-n2cccc2)cc1	-3	-5	5	-3.3	0	-9	-3	-5	-1	1
S=C(NCCc1ccccc1)Nc1ccc(Cl)cc1Cl	2	-20	4	0.6	-6	-13	2	0	-1	0
Clc1cccc(-c2nc3ccc(Cl)cn3c2Cc2ccccc2)c1	0	-12	-1	-0.6	-5	.	8	1	-2	0
CCC(=O)c1cn(CC(=O)Nc2cccc(OC)c2)c2ccccc12	-18	-2	-4	-0.8	5	-22	1	-1	-2	3
Cc1nonc1CC(=O)N1CCCC(C(=O)c2cccc(C(F)(F)F)c2)C1 (centres undefined)	-1	-4	-8	-2.3	5	1	0	4	4	-1
CCOc1ccc(NC(=O)CNC(=O)COc2ccccc2)cc1	0	1	0	0.5	4	3	-5	3	0	2
COC(=O)C1CSC(C(=O)OC)N1C(=O)Nc1c(C)cccc1C (centres undefined)	0	2	5	-1.0	0	2	1	5	0	-1
Cc1ccc(C(=O)CSc2nnc(-c3ccco3)n2Cc2ccccc2)cc1	-7	6	4	-1.4	1	-38	7	-1	3	1
Cc1cc([N+](=O)[O-])nn1CC(=O)NCCCn1ccnc1	-4	8	-1	-2.5	-2	6	2	-7	-1	2
Cc1ccc(OC(F)F)c(NC(=O)Nc2ccc3c(c2)OCO3)c1	-4	-2	-2	-0.9	3	-11	0	7	0	2
O=C(Nc1ccc(Cl)cn1)c1ccc(-c2cc(Cl)ccc2Cl)o1	-6	10	-8	-1.3	-9	-7	-4	-2	3	7
O=C(O)CC(C(=O)O)c1ccc(OCCCCOc2ccc(C(CC(=O)O)C(=O)O)cc2)cc1 (centres undefined)	11	1	15	-3.7	19*	1	2	-8	0	4
Cc1csc(SCC(=O)NC2CCCCC2)n1	-10	10	3	-0.6	-3	5	-1	4	-1	0
CCCCOC(=O)c1ccc(NC(=S)NC(=O)c2ccco2)cc1	3	-8	1	-2.9	3	-7	1	5	-6	-2
CCc1ccc(N2CC(C(=O)Nc3cc(C)ccc3F)CC2=O)cc1 (centres undefined)	0	-4	-3	-1.9	-1	1	2	-4	-6	-2
COc1ccc(C(=O)Cn2c(NCCCO)nc3ccccc32)cc1	1	-2	-7	-2.1	10	0	6	-7	-6	-2
CSc1nc(C)cc(SC(C(C)=O)C(=O)Nc2ccccc2)n1 (centres undefined)	-4	-2	7	0.9	-3	2	0	-2	74*	-2
COc1ccccc1NS(=O)(=O)c1cccc(C(=O)NCC(c2cccs2)N(C)C)c1 (centres undefined)	6	5	-1	0.7	1	-6	-5	0	-2	0
Cc1c(NC(=O)CN2C(=O)c3ccc([N+](=O)[O-])cc3C2=O)c(=O)n(-c2ccccc2)n1C	9	-1	-6	0.5	-1	7	-2	4	3	-3
O=C(COC(=O)c1ccccc1-n1cnnn1)c1ccc(Br)cc1	3	-8	-2	10*	3	-9	-7	6	-1	0
COC(=O)c1cc(NC(=O)c2ccccc2F)cc(C(=O)OC)c1	5	-12	12	-0.3	-3	-12	5	-4	-8	-3
Cc1cc(C)n2nc(C(=O)N3CCCC(CNS(=O)(=O)c4cccs4)C3)cc2n1 (centres undefined)	8	3	3	-0.9	9	7	2	-1	-7	2
Cc1cc([N+](=O)[O-])ccc1NCc1cccc([N+](=O)[O-])c1	-15	-9	-1	-0.8	-1	-25	-8	-3	1	4

(list continues)
SMILES	TDP2 inh	mABHD4 FP	TCR-CD3 inh	PG9 Ab binder	SIAE inh	HTRA1 inhibitor	LEDGF integ inh	DDE Tn7 FP inh	PRMT1 inh	UHRF1 binding
CN(C)S(=O)(=O)c1ccc(C(=O)NCCSc2ccc(Br)cc2)cc1	-20	-7	8	-2.1	-9	-13	8	-2	-4	3
COc1ccc(NC(=O)c2[nH]c(C)c(C(C)=O)c2C)cc1Cl	-9	-3	-7	-0.6	4	-1	-5	-4	6	2
COc1ccc(S(=O)(=O)N2CCN(C)CC2)cc1NC(=O)c1ccccc1F	-6	-1	-3	0.1	-1	-4	-1	-4	4	-4
COc1cccc(CC(=O)Nn2c(C)nc3ccccc3c2=O)c1	0	-3	4	0.6	12	-2	-1	6	0	-3

5 entries from above, reformatted:
Every second line gives: TDP2 inh | mABHD4 FP | TCR-CD3 inh | PG9 Ab binder | SIAE inh | HTRA1 inhibitor | LEDGF integ inh | DDE Tn7 FP inh | PRMT1 inh | UHRF1 binding
CC(C)(C)[C@@H]1CCC(=O)N(CC[C@H](Sc2ccccc2)c2ccccc2)CC1
→ 7 | 11 | 7 | -2.8 | -5 | -66 | -2 | -1 | -2 | -3
Cc1cc(C)c(-c2csc(NC(=O)COC(=O)c3ccc4c(c3)OCO4)n2)c(C)c1
→ 8 | -4 | -1 | 1.3 | 12 | -1 | 0 | 2 | -2 | 0
CCc1ccc(N2CC(C(=O)Nc3cc(C)ccc3F)CC2=O)cc1 (centres undefined)
→ 0 | -4 | -3 | -1.9 | -1 | 1 | 2 | -4 | -6 | -2
Nc1c2c(nn1-c1ccc(F)cc1)CSC2
→ 4 | -1 | -1 | -2.1 | -5 | -6 | -1 | 3 | 4 | -2
S=C(NCCc1ccccc1)Nc1ccc(Cl)cc1Cl
→ 2 | -20 | 4 | 0.6 | -6 | -13 | 2 | 0 | -1 | 0
